Screening data deposited in PubChem by several laboratories.
KKLEB cytotox – CF airway cell cytotoxicity counter-screen. KKLEB CF airway cells viability, ATPlite luminescence, overnight; active compounds read low; cells stimulated with P. aeruginosa culture filtrate. AID 602141. activity change (cytotoxicity), % at 5 µM. 360,000 tested, 0.36% active;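 active = corrected activity change at or below -50% at 5 µM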
NR2E3 ag-1 – agonists of human nuclear receptor NR2E3. Q9Y5X4. GST-NR2E3/biotin-RetCOR TR-FRET, 1536-well. inhibition of corepressor binding, % at 4.78 µM. 320,000 tested, 0.12% active. AID 2300;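 active = percent inhibition above the cutoff of mean plus 3 SD of all tested compounds, set per screening campaign, cut at about 20% in these data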;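 also: 0% = DMSO wells and 100% = biotin wells as full block of FRET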
Target sequence (Q9Y5X4 whole entry, looked up): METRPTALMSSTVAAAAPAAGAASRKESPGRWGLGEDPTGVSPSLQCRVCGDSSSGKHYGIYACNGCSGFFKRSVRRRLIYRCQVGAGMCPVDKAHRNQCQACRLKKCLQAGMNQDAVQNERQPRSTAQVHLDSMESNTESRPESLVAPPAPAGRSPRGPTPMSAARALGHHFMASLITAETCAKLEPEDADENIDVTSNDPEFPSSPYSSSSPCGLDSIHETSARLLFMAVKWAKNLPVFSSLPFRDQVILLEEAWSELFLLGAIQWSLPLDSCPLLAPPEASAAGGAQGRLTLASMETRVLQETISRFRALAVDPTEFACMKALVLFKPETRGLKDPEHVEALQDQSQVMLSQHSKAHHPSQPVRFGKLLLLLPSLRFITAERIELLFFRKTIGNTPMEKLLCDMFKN
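Test system – NR2E3–RetCOR corepressor complex · Quantity – NR2E3 fusion 1.35 nM · Buffer or medium – Tris pH 7.5 · Incubation – Compound–protein incubation for 5 h at 4 °C · Technique – TR-FRET, Eu(K)-anti-GST donor, streptavidin-D2 acceptor, ex 340, em 617/671 nm · Evaluation – percent inhibition of 671/617 nm emission ratio versus biotin and DMSO controls · Plate – 1536-well format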
Shn3 3UTR inh – reduces Shn3 3'UTR luciferase signal in osteoblasts; Clone20 osteoblast Shn3 3'UTR firefly luciferase, 24 h; 360,000 tested, 0.52% active; inhibition, % at 12.5 µM; AID 588674;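 active = mean inhibition of at least 75% with every replicate also reaching 75%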;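 also: 0% = median of neutral control wells and 100% = pilot-screen positive control compound; some compounds past the cut are filed as inactive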
CF NFkB block – inhibitors of cystic fibrosis induced NF-kB | KKLEB NF-kB-GFP reporter, PAF-induced, GFP fluorescence overnight | inhibition, % at 5 µM | 360,000 tested, 0.86% active;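 active = at least 50% inhibition at 5 µM, scaled per plate between neutral and stimulator controls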;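 also: PAF is a Pseudomonas aeruginosa culture filtrate used as stimulus; plate controls were PAF-stimulated DMSO wells for no effect and unstimulated DMSO wells for full effect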
NR2E3 ag-2 – human photoreceptor-specific nuclear receptor agonism | Q9Y5X4 | CHO-S Gal4-NCOR/VP16-NR2E3 two-hybrid, luciferase | inhibition of corepressor binding, % at 3.98 µM | 360,000 tested, 0.35% active | AID 602229;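 active = inhibition above the mean of all tested compounds plus 3 SD, cut at about 70% in these data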;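 also: 0% = DMSO with NR2E3 transfected cells and 100% = cells lacking NR2E3 construct; higher means lower luciferase signal from less NR2E3 corepressor binding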
MITF TRPM1 inh – MITF TRPM1 promoter inhibition in SK-MEL-5 cells; SK-MEL-5 TRPM1 promoter luciferase, 24 h; inhibition, % at 12.5 µM; 330,000 tested, 0.83% active; AID 488899;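 active = mean inhibition across replicates of 60% or more, whatever share of single replicates reaches that level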; also: values of inactives mirror those of a sister screen read the other way
TROY signal inh – TROY signaling inhibition. 360,000 tested, 0.98% active. Q293 LMP1-TROYcd NF-kB luciferase reporter, 4 h. inhibition, % at 10 µM;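 active = compounds whose plate-normalised and pattern-corrected inhibition of the luciferase reporter signal at the single screening dose is 50% or more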
C8 TRAIL sens – caspase-8 TRAIL sensitization | inhibition (viability loss, TRAIL sensitization), % at 10 µM | NB7+C8 cells + TRAIL, ATPlite viability luminescence | AID 624354 | 360,000 tested, 1% active;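 active = compounds causing at least 50% loss of cell viability in the single-dose screen, relative to plate controls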
HIF-2a inh – blocks HIF-2a reporter activity | 360,000 tested, 0.72% active | 786-0 RCC cells HIF-2a reporter, luciferase luminescence, overnight | inhibition, % at 18.8 µM | AID 624352;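 active = inhibition of the luminescence signal of 40% or more relative to plate controls, in a single-dose primary screen at 18.75 µM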
Peg3 prom inh – Peg3 promoter activity inhibition; inhibition, % at 20 µM; AID 588405; 360,000 tested, 1.7% active; HeLa PEG-Prom luciferase reporter, luminescence, overnight;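 active = inhibition of at least 50% at 20 µM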
TWEAK-Fn14 inh – blocks TWEAK-Fn14 interaction in a reporter cell assay; 360,000 tested, 2% active; TWEAK-stimulated Fn14 reporter cells, luciferase luminescence, 8 h; inhibition, % at 10 µM; in the data active = inhibition above about 50%
Active calls of the source: *; nt = no result given. A portion of the library; the hit share may differ from the screen's.

Values run as follows: KKLEB cytotox, NR2E3 ag-1, Shn3 3UTR inh, CF NFkB block, NR2E3 ag-2, MITF TRPM1 inh, TROY signal inh, C8 TRAIL sens, HIF-2a inh, Peg3 prom inh, TWEAK-Fn14 inh
1	C=CCn1c(C)c(C(C)=O)cc(NC(=O)c2ccccc2)c1=O
 : 2, 6, 0, -6, 16, -7, -11, -7, -15, -4, 0
2	CC1CCC(=NNc2ccc(C(F)(F)F)cc2[N+](=O)[O-])CC1 (stereo not given)
 : -4, 3, -6, -12, 17, 8, -7, -6, -20, -22, -20
3	CCC(Oc1ccc(C)cc1)C(=O)Nc1ccc(S(=O)(=O)Nc2cc(C)on2)cc1 (stereo not given)
 : -2, -2, -2, 8, -14, 5, 3, 3, 9, 11, 10
4	C=CCn1c(O)c(N=NC(=O)CNC(=O)/C=C/c2ccc(OC)cc2)c2ccccc21
 : 14, 4, 27, -12, -16, -2, 9, -3, 16, 16, -21
5	CC1Sc2ccccc2N(Cc2ccc(OC(F)(F)F)cc2)C1=O (stereo not given)
 : 5, nt, 10, -19, 26, nt, -27, 20, -12, 8, -50
6	CCOc1ccc(NC(=O)CCC(=O)N/N=C/c2ccc3c(c2)OCO3)cc1
 : -1, 1, -36, 15, 1, 2, -81, -2, -49, -71, -31
7	Cc1cc(=O)oc2cc(OCC3CC(c4ccc(Br)cc4)=NO3)ccc12 (stereo not given)
 : -7, 1, 11, -26, -12, -14, 8, 7, -15, 16, 12
8	COC(=O)N/N=C/c1ccc(-c2ccc(C)c(Cl)c2)o1
 : 28, -2, -25, -9, -13, -31, -14, 1, -104, -83, -31
9	COc1ccc(O)c(C(=O)c2cnc3c(c2)c(-c2ccc(F)cc2)c(C#N)c(=O)n3C)c1
 : -1, 8, -3, 11, -31, 2, -17, -15, -19, 4, 40
10	Cc1ccc(C)c(NC(=O)c2ccc(OC(=O)c3ccco3)cc2)c1
 : 0, 1, -30, 22, -26, -28, -31, 1, -61, -40, -2
11	CC(OC(=O)c1cccnc1Cl)C(=O)Nc1ccc(S(N)(=O)=O)cc1 (stereo not given)
 : -12, 0, 9, -12, 0, -8, -22, -5, 14, 10, 13
12	CCCCn1c(=O)[nH]c(=O)c2c(C(=O)OCC)cc(-c3cccs3)nc21
 : -9, -2, 16, 9, 0, -12, 6, -4, 19, 32, 20
13	NS(=O)(=O)c1cccc(NC(=O)CSc2nc3ccccc3[nH]2)c1
 : 7, -5, -9, 4, -3, -2, 9, 0, 7, 5, -15
14	NC(=O)CSc1ccc(S(=O)(=O)N2CCOCC2)cn1
 : 14, -2, 14, 5, -29, 1, -9, -4, 12, 2, -5
15	Cc1ccc2c(CN(C)Cc3ccccc3)cc(=O)oc2c1
 : -2, nt, -104, -12, -164, nt, -35, -14, -324, -342, -34
16	CSc1cccc(NC(=O)Nc2ccccc2)c1
 : 3, -3, -31, 3, -53, -45, -20, -1, -188, -192, -8
17	CCOc1ccc(CN2CCN(C(=O)c3ccco3)CC2)cc1
 : -3, 0, 3, -20, -13, -1, 1, 6, 9, 15, 5
18	CCOC(=O)c1c(C)[nH]c(C(=O)CN(C)CC(=O)Nc2ccccc2Cl)c1C
 : 1, 2, 2, 15, -2, 15, 5, -8, 5, 8, -10
19	Cc1ccc(S(=O)Cc2ccc(C(=O)N3CCN(C4CCCCC4)CC3)o2)cc1 (stereo not given)
 : 6, 3, 4, -6, 0, -18, -13, 5, 15, 24, 18
20	CCOC(=O)c1ccc(NC(=O)CCC2COc3ccccc3O2)cc1 (stereo not given)
 : 1, 2, -12, 12, 24, 5, 13, -7, -11, 11, 7
21	O=C(NN=C(Cc1ccccc1)Cc1ccccc1)C1CC1
 : -10, 2, -9, 2, -15, 0, 10, 7, 4, -10, 14
22	Cc1nnc(N/N=C/c2ccc(-c3ccccc3F)o2)n1N
 : -13, -2, -37, -21, -182, -14, -66, 4, -166, -121, -21
23	C[C@H](c1ccccc1)N1C[C@@H](COCc2ccccc2)Oc2cc(N3CC[C@H](N(C)C)C3)ccc2S1(=O)=O
 : nt, nt, nt, nt, -36, nt, 1, 16, -19, nt, 1
24	CC(=O)Nc1ccc(Cl)cc1-c1ccccc1
 : 5, nt, 3, -35, -1, -6, 0, 6, -8, -29, 4
25	COc1ccc2c(c1)[nH]c1c(=O)n(Cc3ccncc3)cnc12
 : -3, 2, -11, 16, -13, -9, 3, -11, -45, -57, -17
26	OCC1CCCN(Cc2cn(Cc3ccccc3)nc2-c2cc3ccccc3o2)C1 (stereo not given)
 : -8, 1, 6, 8, 19, -7, -18, -1, 1, 6, 2
27	CC(C)C(=O)NN(C(=O)c1ccccc1)c1ccccc1
 : 4, 2, 10, 12, -2, 7, 2, -5, 13, 13, 1
28	Fc1ccc(-c2nc3c4ccccc4ccn3c2Cc2cccc(Cl)c2)cc1
 : -13, nt, -1, 13, -36, nt, -15, 16, -61, -55, -34
29	CCN(C(=O)COC(=O)/C=C/c1nc2ccccc2s1)C1CCS(=O)(=O)C1 (stereo not given)
 : -20, -2, 4, 18, -56, -1, 1, 0, 15, 15, 2
30	O=C(CN(C(=O)c1csnn1)c1cccc2ccccc12)NCc1ccc(F)cc1
 : -4, -2, 20, 9, -16, 2, 2, 2, -136, 16, 9
31	CNc1cc(-c2ccc(C(=O)OC)cc2)ncn1
 : 24, nt, -14, -8, -88, nt, -57, -2, -103, -125, -28
32	C=C(C)Cn1c(SCCCO)nc2c1c(=O)[nH]c(=O)n2C
 : -3, 2, 7, 6, -9, -7, 3, -14, 20, 9, 0
33	CC(=O)c1cc(F)c(N2CCOCC2)cc1C
 : 0, 2, 7, 0, 17, 5, -12, 11, 10, 3, 7
34	Cc1ccc2[nH]c3c(N4CCOCC4)ncnc3c2c1
 : -10, 1, 11, -11, 5, -30, -21, 12, -89, -75, -4
35	COc1cc2c(=O)n(CCC(=O)NCC3CCCO3)c(=O)n(CC(=O)Nc3ccc(C)cc3C)c2cc1OC (stereo not given)
 : 6, -1, 2, -2, -1, 3, 9, -8, 0, 8, 39
36	CSc1ccc(S(=O)(=O)NC2CC2)cc1
 : -8, 1, 23, 13, -13, 12, -13, -4, 17, 7, -6
37	CCNc1nc(SCC(N)=O)nc2sc3c(c12)CCN(C)C3
 : 7, nt, -2, -2, -25, -4, 16, 2, 6, 1, 16
38	CCCCOc1ccc(C(O)(CCC)CCN2CCOCC2)cc1 (stereo not given)
 : 2, -1, 65, 7, 5, 5, 18, 10, 16, 8, 14
39	Fc1ccc(-n2nnc(-c3cnc4ccccc4c3)n2)cc1
 : -12, 1, 46, -28, -95, 16, 73*, 61*, 21, 52*, 94*
40	CCCOc1cccc(C(=O)N/N=C/c2coc3ccccc3c2=O)c1
 : -18, nt, -3, 31, -13, 9, -4, 2, -6, 5, 21
41	O=C(C1COc2ccccc2O1)N1CCN(Cc2ccc(Br)cc2F)CC1 (stereo not given)
 : -6, -1, 2, 10, 45, 11, 15, 15, 14, 30, 64*
42	COc1cc(/C=C2/SC(=S)N(c3ccccc3)C2=O)ccc1Oc1nc(N2CCOCC2)nc(N2CCOCC2)n1
 : -10, 0, 16, 10, 20, 0, 1, 41, 10, -1, 20
43	Cc1cccc(C)c1-n1nnnc1C(c1ccnc2ccccc12)N1CCCC1 (stereo not given)
 : nt, nt, nt, nt, 20, nt, -16, 10, -2, nt, 2
44	Cc1cccc2cc(CN(Cc3ccc4c(c3)OCO4)Cc3nnnn3C3CCCC3)c(=O)[nH]c12
 : -2, 4, 7, 5, -10, 1, 3, -18, 2, 19, -14
45	C=CCNC(=O)COC(=O)C1CCN(S(=O)(=O)c2ccc3c(c2)OCCO3)CC1
 : 12, 2, -24, -22, -34, -9, -3, 0, 11, 4, 8
46	Nc1nonc1-n1nnc(C(=O)N/N=C/c2ccc3c(c2)OCO3)c1-c1ccccc1
 : 5, 5, 4, -5, -17, 3, -9, -12, -10, -17, 7
47	Cc1nn(-c2ccccc2)c(Cl)c1C(=O)NCc1cccs1
 : 5, -4, -35, 12, -22, -13, -8, 3, -16, -9, -11
48	OC1CCCN(Cc2cn(Cc3ccccc3)nc2-c2cc3ccccc3o2)C1 (stereo not given)
 : -24, -3, 27, 19, -10, -2, -23, 4, 0, -2, -9
49	O=C(CSc1ccc(-c2ccccn2)nn1)NCc1ccccc1
 : -4, 1, -3, 15, -18, 4, -10, 0, -4, -13, -8
50	c1ccc(-c2cncnc2)nc1
 : 1, 0, -4, -10, -9, 4, 0, 2, 2, 1, -1
51	OC(CNC1CCCC1)COc1ccc(F)cc1 (stereo not given)
 : -12, nt, 3, -8, -10, -9, -1, 4, 10, 4, 1
52	CC(O)C(C(=O)OCc1ccc([N+](=O)[O-])cc1)N1C(=O)c2ccccc2C1=O (stereo not given)
 : 8, 1, 2, -3, 17, 17, 10, -2, 2, -3, 17
53	CCC(C)NC(=O)Nc1ccc(F)c(Cl)c1 (stereo not given)
 : 0, -7, 17, 7, -5, -19, -35, 3, -46, -68, -4

Structures shown so far that have an aryl thioether with sulfur outside any ring, in the order listed:
Values run as follows: KKLEB cytotox, NR2E3 ag-1, Shn3 3UTR inh, CF NFkB block, NR2E3 ag-2, MITF TRPM1 inh, TROY signal inh, C8 TRAIL sens, HIF-2a inh, Peg3 prom inh, TWEAK-Fn14 inh
13	NS(=O)(=O)c1cccc(NC(=O)CSc2nc3ccccc3[nH]2)c1
 : 7, -5, -9, 4, -3, -2, 9, 0, 7, 5, -15
14	NC(=O)CSc1ccc(S(=O)(=O)N2CCOCC2)cn1
 : 14, -2, 14, 5, -29, 1, -9, -4, 12, 2, -5
16	CSc1cccc(NC(=O)Nc2ccccc2)c1
 : 3, -3, -31, 3, -53, -45, -20, -1, -188, -192, -8
32	C=C(C)Cn1c(SCCCO)nc2c1c(=O)[nH]c(=O)n2C
 : -3, 2, 7, 6, -9, -7, 3, -14, 20, 9, 0
36	CSc1ccc(S(=O)(=O)NC2CC2)cc1
 : -8, 1, 23, 13, -13, 12, -13, -4, 17, 7, -6
37	CCNc1nc(SCC(N)=O)nc2sc3c(c12)CCN(C)C3
 : 7, nt, -2, -2, -25, -4, 16, 2, 6, 1, 16
49	O=C(CSc1ccc(-c2ccccn2)nn1)NCc1ccccc1
 : -4, 1, -3, 15, -18, 4, -10, 0, -4, -13, -8
